# HDAC3 inhib – human HDAC3 inhibition. AID 2718. O15379. 320,000 compounds, 0.15% hits. inhibition, % at 8.3 µM. recombinant HDAC3, fluorogenic peptide/trypsin coupled, fluorescence; in the data active = inhibition above about 26%, passing the limit was not always enough; inconclusive = no clear call, values can overlap the other calls
# AI-2 QS modul – modulators of Vibrio harveyi AI-2 quorum sensing system | Vibrio harveyi JMH597 AI-2 luminescence/OD600 ratio, 9 h; active compounds read low; strain lacks LuxN and CqsS sensors; 0 = neutral-control median | activity change, % at 7.5 µM | 300,000 compounds, 0.4% hits | AID 2094; in the data active = activity change below about -75%, passing the limit was not always enough; inconclusive = no clear call, values can overlap the other calls;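 also: luminescence divided by OD600 gain over 9 h not by final OD600 alone; inactives centre near 13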
# HSF1 inh – HSF1 inhibition; AID 2098; 300,000 compounds, 0.77% hits; activity change, negative = inhibition, % at 7.5 µM (by protocol); NIH3T3-HGL HSE-luciferase, MG132-induced, luminescence 8 h; active compounds read low;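 active = more than half of replicate wells show activity change below -50%, luminescence cut by over half; inconclusive = some wells, but at most half, below -50%; inactive = no replicate well below -50%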;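 also: luciferase reports HSF-1 transcriptional activity via heat shock element; 0% = median of DMSO wells and -100% = zero luminescence signal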
# HSP90 inh – HSP90 refolding inhibition in rabbit reticulocyte lysate | luciferase refolding luminescence, 3 h | inhibition, % at 5.6 µM | 290,000 compounds, 0.91% hits | AID 1789;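 active = inhibition above the screen-wide mean plus 3 SD, computed separately per campaign, cut at about 16% in these data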;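 also: 0% = DMSO wells and 100% = 60 µM geldanamycin wells; inhibitors lower the luminescence because luciferase stays unfolded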
# GSK3 alpha inh – blocks human GSK-3 alpha kinase; 320,000 compounds, 0.1% hits; inhibition, % at 10 µM; ADP-Glo luminescence, 60 min;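 in the data active = inhibition above about 50%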;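 also: GST-tagged GSK-3 alpha with peptide substrate and 25 µM ATP; 0% = DMSO neutral wells and 100% = GW8510 positive control wells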
# Target sequence (P49840 whole entry, looked up): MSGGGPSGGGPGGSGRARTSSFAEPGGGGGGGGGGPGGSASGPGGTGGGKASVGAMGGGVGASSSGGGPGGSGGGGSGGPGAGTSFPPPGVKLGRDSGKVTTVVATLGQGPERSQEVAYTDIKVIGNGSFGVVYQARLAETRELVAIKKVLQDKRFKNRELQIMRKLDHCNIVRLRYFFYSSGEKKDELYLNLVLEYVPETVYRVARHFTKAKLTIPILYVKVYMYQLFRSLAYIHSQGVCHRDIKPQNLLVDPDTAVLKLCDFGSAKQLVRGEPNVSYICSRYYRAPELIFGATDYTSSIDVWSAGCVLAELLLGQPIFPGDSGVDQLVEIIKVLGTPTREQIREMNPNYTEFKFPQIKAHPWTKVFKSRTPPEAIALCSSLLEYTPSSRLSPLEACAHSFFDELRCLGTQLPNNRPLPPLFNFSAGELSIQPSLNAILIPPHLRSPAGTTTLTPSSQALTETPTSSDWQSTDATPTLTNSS
# PolyA inh – yeast polyadenylation inhibition. S. cerevisiae SKY197-pL101 polyadenylation reporter, beta-gal luminescence; efflux-impaired pdr1/pdr3 knockout yeast; score 100 = 6 SD above DMSO. calls only at 12 µM. 300,000 compounds, 0.02% hits;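 active = lowest replicate activity score at least 50, where 100 means six control SD above control mean; inconclusive = lowest score under 50 but half or more replicates reach 50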;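 also: yeast exposed to compound for 9 h at 30 °C; higher score means more reporter readthrough which indicates perturbed polyadenylation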
# HSF1 activator – increases HSF-1 driven luciferase reporter signal; NIH3T3-HGL HSF-1 luciferase reporter, MG132, 8 h; 100% = twice DMSO control signal; activation, % at 9 µM; 300,000 compounds, 1.7% hits; AID 504408;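 active = mean replicate activation of at least 50% with a set share of replicates each reaching 50%; inconclusive = only one of those two conditions met; inactive = mean below 50% and too few replicates reaching it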;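 also: 0% = median of the neutral control wells and 100% = twice that signal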
# Platelet DG rel – platelet dense granule release activity. inhibition, %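 (compounds screened at 7.5 µM in platelet-rich plasma)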. AID 1663. 300,000 compounds, 0.22% hits. human platelet-rich plasma, SFLLRN dense granule ATP release, luminescence;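 active = mean replicate score, as percent of positive control, at or above 50; inconclusive = mean below 50 but at least one replicate at or above 50; inactive = mean and every replicate below 50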
# GSK3beta inhib – blocks human GSK3beta kinase activity; P49841; GST-GSK3beta kinase, ADP-Glo luminescence, 60 min; active compounds read low; activity score (negative = inhibition), % at 10 µM; 300,000 compounds, 0.038% hits; AID 2097;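 active = more than half of replicate wells score below -50%, meaning over 50% inhibition versus plate controls; inconclusive = some replicates but at most half score below -50%; inactive = no replicate scores below -50%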;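 also: 0% = median DMSO wells and -100% = median GW8510 positive control wells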
#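 Test system – GST-tagged human GSK3beta kinase, cell-free · Incubation – 60 min enzyme reaction, room temperature · Signal – ADP-Glo luminescence · Also added – peptide substrate and ATP at 25 µM · Controls – DMSO neutral wells and GW8510 at 20 µM as positive · Buffer or medium – Tris/MgCl2 kinase buffer · Measure – Luminescence-derived activity versus plate DMSO and GW8510 wells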
# Dyrk1A ADPGlo – Dyrk1A (rat) kinase inhibition. inhibition, % at 12.5 µM. ADP-Glo luminescence, NFATc1 peptide. AID 504441. Q63470. 310,000 compounds, 0.43% hits; in the data active = inhibition above about 50%;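 also: plate controls were vehicle with enzyme for no effect and no enzyme for full effect; many of its hits are not listed in these tables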
# * marks the source's active call; other numbers are inactive results; i = inactive; ? = inconclusive; / = no result given.
SMILES,Platelet DG rel,HDAC3 inhib,GSK3beta inhib,GSK3 alpha inh,HSP90 inh,Dyrk1A ADPGlo,HSF1 activator,HSF1 inh,AI-2 QS modul,PolyA inh
CCOC(=O)c1c(NC(=O)C(=O)N/N=C/c2ccc(O)c(OC)c2)sc2c1CCCCC2,0,4,-3,2,4,-5,/,/,20,i
COc1ccc(OCCCC(=O)Oc2ccc(OC)cc2)cc1,-6,-1,4,-7,0,-1,-3,-6,20,i
COc1ccc(Nc2cc(Cl)nc(N)n2)cc1OC,-5,10,0,2,1,-2,-7,0,-10,i
O=C(O)CCCn1cc(NC(=O)COc2ccc([N+](=O)[O-])cc2)cn1,12,5,4,-1,-3,0,-1,-2,7,i
CC1(c2nnc(Cc3ccccc3)o2)CC(c2ccc(C#N)cc2)=NO1 (stereo not given),8,1,3,-1,/,49,5,7,26,i
O=C(NC(Cc1ccccc1)c1ccc2c(c1)OCCCO2)c1ccccc1 (stereo not given),4,-1,-27,0,2,9,14,8,21,i
Cc1ccc(CNC(=O)CCS(=O)(=O)Cc2ccc(C)cc2)cc1,-8,4,-2,8,3,-7,-1,0,-12,i
CCOCCOC(=O)C(C)Oc1ccc(Oc2ncc(Cl)cc2Cl)cc1 (stereo not given),-17,2,3,-4,2,5,8,-6,-2,i
CCOC(=O)CSC1=NC(=O)CS1,-3,?,2,/,1,5,9,1,19,i
Oc1ccc(-c2[nH]nc(-c3ccccc3)c2-c2nc3ccccc3[nH]2)cc1,0,11,1,0,1,-3,-15,-1,2,i

# Some values from above.
# Oc1ccc(-c2[nH]nc(-c3ccccc3)c2-c2nc3ccccc3[nH]2)cc1 in GSK3beta inhib: 1
# CCOCCOC(=O)C(C)Oc1ccc(Oc2ncc(Cl)cc2Cl)cc1 (stereo not given) in AI-2 QS modul: -2

# Remaining list, next part
SMILES,Platelet DG rel,HDAC3 inhib,GSK3beta inhib,GSK3 alpha inh,HSP90 inh,Dyrk1A ADPGlo,HSF1 activator,HSF1 inh,AI-2 QS modul,PolyA inh
COc1ccc(NC(=O)CS(=O)(=O)c2ccc(F)cc2)cc1,-10,12,-3,-2,-1,-3,-8,7,2,i
O=C(c1cnn2c(C(F)F)cc(-c3ccccc3)nc12)N1CCCc2ccccc21,10,-8,/,2,3,-2,-4,-4,/,i
CN1CCN(S(=O)(=O)c2ccc(SCCOc3ccccc3)nc2)CC1,0,6,1,0,3,-2,6,-2,5,i
CCc1ccc(NC(=O)CNC(=O)Cn2ccc3ccccc3c2=O)cc1,-2,-6,/,-3,-3,-3,6,-2,/,i
Cc1ccccc1CNC(=O)Cn1cnc(S(=O)(=O)N2CCCC2)c1,6,0,-1,-1,-1,-5,10,-2,-8,i
CCN(CC)C(=O)C(=O)c1c(-c2ccccc2)[nH]c2ccccc12,3,/,3,/,2,-6,-4,5,23,i
CCn1c(SCC(=O)NC2CCCCC2)nnc1-c1cc2cccc(OC)c2o1,-8,-4,0,0,1,1,5,-6,28,i
Cc1cc(C)c(NC(=O)C(C)(C)C)c(Cl)c1,-1,-1,2,-1,6,5,-16,0,21,i
O=C1NC(c2ccccc2)(C(F)(F)F)SC2=NCCCN12 (stereo not given),11,9,4,-3,4,-6,13,14,19,i
Cc1cc(C)cc(NC(=O)C(=O)NCCc2c[nH]c3ccccc23)c1,1,10,-2,-3,-3,-1,22,-5,5,i
CC1CC(=O)Nc2ccccc2N1S(=O)(=O)c1cccc(Cl)c1 (stereo not given),1,-2,-1,-6,-3,-4,10,2,21,i
CC(C)NC(=O)c1ccc2c3n(nc2c1)-c1ccccc1CO3,49,-19,-3,5,/,22,-12,-3,10,i
Nc1nc(SCC(=O)Nc2ccc([N+](=O)[O-])cc2)[nH]c(=O)c1NC(=O)c1ccc(Br)o1,-24,1,0,9,0,-7,-5,2,-4,i

# Laid out differently: entries from further up
# The line under a structure holds: Platelet DG rel	HDAC3 inhib	GSK3beta inhib	GSK3 alpha inh	HSP90 inh	Dyrk1A ADPGlo	HSF1 activator	HSF1 inh	AI-2 QS modul	PolyA inh
> O=C(c1cnn2c(C(F)F)cc(-c3ccccc3)nc12)N1CCCc2ccccc21
 : 10	-8	/	2	3	-2	-4	-4	/	i
> CN1CCN(S(=O)(=O)c2ccc(SCCOc3ccccc3)nc2)CC1
 : 0	6	1	0	3	-2	6	-2	5	i
> CCc1ccc(NC(=O)CNC(=O)Cn2ccc3ccccc3c2=O)cc1
 : -2	-6	/	-3	-3	-3	6	-2	/	i
> Cc1ccccc1CNC(=O)Cn1cnc(S(=O)(=O)N2CCCC2)c1
 : 6	0	-1	-1	-1	-5	10	-2	-8	i
> CCN(CC)C(=O)C(=O)c1c(-c2ccccc2)[nH]c2ccccc12
 : 3	/	3	/	2	-6	-4	5	23	i
> CCn1c(SCC(=O)NC2CCCCC2)nnc1-c1cc2cccc(OC)c2o1
 : -8	-4	0	0	1	1	5	-6	28	i
> Cc1cc(C)c(NC(=O)C(C)(C)C)c(Cl)c1
 : -1	-1	2	-1	6	5	-16	0	21	i
> O=C1NC(c2ccccc2)(C(F)(F)F)SC2=NCCCN12 (stereo not given)
 : 11	9	4	-3	4	-6	13	14	19	i
> Cc1cc(C)cc(NC(=O)C(=O)NCCc2c[nH]c3ccccc23)c1
 : 1	10	-2	-3	-3	-1	22	-5	5	i
> CC1CC(=O)Nc2ccccc2N1S(=O)(=O)c1cccc(Cl)c1 (stereo not given)
 : 1	-2	-1	-6	-3	-4	10	2	21	i
> CC(C)NC(=O)c1ccc2c3n(nc2c1)-c1ccccc1CO3
 : 49	-19	-3	5	/	22	-12	-3	10	i
> Nc1nc(SCC(=O)Nc2ccc([N+](=O)[O-])cc2)[nH]c(=O)c1NC(=O)c1ccc(Br)o1
 : -24	1	0	9	0	-7	-5	2	-4	i

# Compound activity: PubChem BioAssay, several laboratories

# These rows are one share of the data; count on the stated rates, not on these rows.
